GPR55 activation: GPR55 agonists via beta-arrestin recruitment, primary screen, imaging, U2OS cells, beta-arrestin-GFP redistribution (AID 1961); U2OS GPR55 beta-arrestin-GFP redistribution imaging; higher % means a stronger effect; activation, % at 10 µM; hits with a dose series show EC50 in µM; 0.048% of 290,000 active;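 active = activation above 40% with more than 50 cells counted in the well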;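 note: U2OS osteosarcoma cells stably expressing GPR55 and beta-arrestin-GFP; plate controls were DMSO negative control for no effect and LPI positive control for full effect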
K1F lysis inhibition: inhibition of K1F phage lysis, E. coli UTI89, bacterial capsule biogenesis inhibitors, alamar blue (AID 488966) | E. coli UTI89 K1F phage lysis, alamar blue, 2 h; higher % means a stronger effect | inhibition, % at 100 µM; hits with a dose series show IC50 in µM | 0.02% of 340,000 active;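 active = phage lysis inhibition, versus mean bacterial control, above a set limit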;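 note: capsule biogenesis inhibitors block K1F phage lysis so surviving cells raise fluorescence; higher fluorescence means more inhibition of phage lysis; actives were called in the ten point dose series up to 300 µM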
GPR35 antagonists: inhibition of zaprinast-stimulated GPR35 beta-arrestin translocation – imaging, U2OS, beta-arrestin-GFP, zaprinast agonist, primary screen (AID 2058). U2OS GPR35 beta-arrestin-GFP translocation imaging, zaprinast antagonism; higher % means a stronger effect. one-dose inhibition, % at 10 µM; IC50 in µM for titrated hits. 0.052% of 290,000 active;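 active = inhibition of at least 50% with at least 30 cells and total cytoplasm GFP at most 10,000,000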
MgcRacGAP inhibition: MgcRacGAP GTPase-activating activity inhibitors, confirmation, biochemical, ADP Hunter fluorescence; 0.6% of 340,000 active; MgcRacGAP-stimulated Rac1 GTP hydrolysis, ADP Hunter fluorescence; higher % means a stronger effect; GST-tagged Rac1 F28L mutant substrate; inhibition, % at 30 µM; hits with a dose series show IC50 in µM;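 active = first-screen hits whose inhibition reached a set limit at any dose in the follow-up dose series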;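 note: fluorescence reports GDP produced by GAP-driven GTP hydrolysis; strong numbers were not always called active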
NOD1 NF-kB reporter: inhibition of NOD1-driven NF-kB reporter – cell-based, luminescence, uHTS, primary screen (AID 1578); NOD1-driven NF-kB luciferase reporter cells, luminescence; higher % means a stronger effect; one-dose inhibition, % at 4 µM; EC50 in µM for titrated hits; 1% of 290,000 active; in the data active = inhibition mostly above about 36%, no sharp cut-off; inactive = mostly below about 34%;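 note: HEK-293T reporter cells stimulated with the NOD1 agonist gamma-tri-DAP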
KOR beta-arrestin-1: KOR antagonists, beta-arrestin recruitment, cell-based, luminescence, uHTS (AID 1778). 0.091% of 290,000 active. KOR beta-arrestin recruitment, luminescence, antagonist mode; higher % means a stronger effect. inhibition, % at 10 µM, or IC50 in µM where a hit was titrated; in the data active = inhibition above about 50%; note: strong numbers were not always called active
GPR55 antagonists: GPR55 antagonists blocking LPI-driven arrestin recruitment, primary screen, imaging, U2OS, beta-arrestin-GFP, LPI agonist (AID 2013) | U2OS GPR55 beta-arrestin-GFP translocation imaging, LPI antagonism; higher % means a stronger effect | 0.13% of 290,000 active | one-dose inhibition, % at 10 µM; IC50 in µM for titrated hits;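 active = spots per cell inhibited over 60%, with over 100 cells counted and total cytoplasm intensity under 500,000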;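 note: U2OS cells stably carrying GPR55 and arrestin-GFP stimulated by 5 µM LPI near EC80; imaged beta-arrestin-GFP aggregate spots per cell after agonist stimulation; plate controls were LPI-stimulated DMSO wells for no effect and DMSO wells without LPI for full effect; some results filed as inactive read as strong as hits; confirmed hits need IC50 under 10 µM and bright autofluorescent wells are also inconclusive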
KOR beta-arrestin-2: KOR agonists, beta-arrestin recruitment, primary screen, cell-based, luminescence, uHTS (AID 1777); 0.02% of 280,000 active; one-dose activation, % at 10 µM; EC50 in µM for titrated hits; KOR beta-arrestin recruitment, luminescence; higher % means a stronger effect; in the data active = activation above about 50%, passing the limit was not always enough; note: a part of the inactive calls stands beside numbers as strong as those of hits
NTR1 agonist: NTR1-driven beta-arrestin-GFP spot formation – imaging, U2OS cells, high content, primary screen (AID 493036); P30989; agonist mode; activation, % at 20 µM; 0.17% of 330,000 active;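 active = activation at or above 40% of the spot to cytoplasm intensity ratio, with at least 20 cells analyzed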;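 note: 0% = DMSO without peptide and 100% = 100 nM NTR1 peptide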
Target sequence (P30989 whole entry, looked up): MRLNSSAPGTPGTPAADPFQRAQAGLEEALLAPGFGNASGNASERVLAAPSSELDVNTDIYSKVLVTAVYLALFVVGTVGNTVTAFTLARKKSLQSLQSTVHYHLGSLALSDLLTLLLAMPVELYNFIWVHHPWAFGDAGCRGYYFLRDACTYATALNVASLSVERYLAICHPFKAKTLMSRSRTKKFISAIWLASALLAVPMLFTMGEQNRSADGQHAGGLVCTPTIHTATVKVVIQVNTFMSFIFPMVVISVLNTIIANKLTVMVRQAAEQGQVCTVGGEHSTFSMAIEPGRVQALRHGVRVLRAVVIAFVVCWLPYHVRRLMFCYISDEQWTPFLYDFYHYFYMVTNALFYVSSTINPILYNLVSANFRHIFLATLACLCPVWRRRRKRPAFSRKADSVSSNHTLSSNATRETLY
NTR1 agonist cell count 20 µM: second read-out of NTR1 agonist, no call of its own (marks repeat the call); cell count; measured here: cell count, cytotoxicity flag
Active calls of the source: *; . = not tested or not shown; [ ] = remark or other dose.

SMILES	GPR55 activation	K1F lysis inhibition	GPR35 antagonists	MgcRacGAP inhibition	NOD1 NF-kB reporter	KOR beta-arrestin-1	GPR55 antagonists	KOR beta-arrestin-2	NTR1 agonist	NTR1 agonist cell count 20 µM
O=C1OCCC1Sc1nnc(-c2ccco2)n1-c1ccccc1 (stereo not given)	-0.3%	0.5%	13%	4%	-26%	4%	3%	1.4%	-0.9	52
COCCCNc1nc(N)c([N+](=O)[O-])c(N2CCCCCC2)n1	0.0%	0.1%	14%	3%	1%	0%	11%	-3.3%	0.0	64
CS(=O)(=O)N1N=C(c2ccc3nccnc3c2)CC1c1ccccc1 (stereo not given)	-0.2%	4.2%	3%	8%	.	17%	5%	-3.4%	-1.1	51
CC(=O)Nc1ccc(C(=O)NNS(=O)(=O)c2ccc(C)cc2)cc1	-0.1%	.	-6%	.	-13%	-18%	-18%	-0.6%	0.3	50
C/C(=N\NC(=O)CCc1ccccc1)C1C(=O)c2ccccc2C1=O	0.2%	-0.2%	6%	-3%	-59%	-2%[20 µM]	-12%	.	1.7	61
Cc1nc(N2CCN(C(=O)c3ccco3)CC2)nc2c1C(=O)CCC2	-0.2%	-1.1%[50 µM]	-6%	8%	-50%	-7%	0%	3.5%	-0.9	45
CCOc1ccc(C2/C(=C(/O)c3ccc4c(c3)CC(C)O4)C(=O)C(=O)N2CCCn2ccnc2)cc1OCC (stereo not given)	-0.2%	0.6%	0%	9%	-20%	-20%	16%	4.6%	-1.0	45
COc1ccc(C(=O)OCCN=C2NS(=O)(=O)c3ccccc32)cc1OC	-0.1%	-1.5%	-7%	-1%	.	-7%	18%	6.0%	0.4	72
O=C(c1ccc[nH]c1=S)N1CCN(S(=O)(=O)c2ccc(Br)cc2Cl)CC1	-0.1%	-0.8%	-2%	16%	-23%	14%	3%	-4.0%	1.7	39
CCN(CC)c1nc2nonc2nc1N(CC)CC	-0.1%	0.2%	1%	5%	-14%	3%	17%	-0.7%	-1.4	88
Cc1occc1C(=O)N1CCN(S(=O)(=O)c2ccccc2)CC1	-0.1%	0.2%	-20%	7%	-23%	-18%	-11%	12%	1.1	59
O=C(Nc1nc(-c2cc3ccccc3oc2=O)cs1)c1ccco1	0.2%	-2.1%	-2%	6%	.	30%	5%	10%	6.7	115
CCN(CC)S(=O)(=O)c1cccc(NC(=O)c2cc(=O)[nH]c3ccccc23)c1	-0.1%	0.5%	1%	-1%	-6%	1%	11%	-3.0%	5.2	39
C/C(CC(=O)Nc1ccccn1)=N\NC(=O)c1ccc([N+](=O)[O-])cc1Cl	-0.1%	0.1%	-7%	8%	-12%	-13%	0%	-3.5%	-0.6	51
COc1cc(C(=O)NN(CCC#N)C2=NS(=O)(=O)c3ccccc32)cc(OC)c1OC	-0.1%	0.7%	12%	11%	18%	31%	-3%	-2.8%	1.3	62
Cc1c(Br)ccc(NC(=O)CCN2C(=O)C3C4CCC(C4)C3C2=O)c1C (stereo not given)	0.3%	9.7%	4%	4%	7%	33%	-2%	-2.4%	0.0	45
COC(=O)c1ccc(N2CCN(C(C)=O)CC2)c(NC(=O)COc2ccccc2C)c1	1.0%	0.2%	15%	4%	-16%	5%	-1%	-0.7%	-0.2	50
COc1ccc(CCNC(=O)c2nnc(CS(=O)(=O)c3ccccc3)o2)cc1OC	0.0%	-1.2%	0%	0%	-12%	-30%[20 µM]	4%	-5.1%	0.5	88
CCCCN(Cc1ccccc1)C1CCN(Cc2ccccc2)CC1	0.0%	4.3%	2%	-4%	-26%	-31%[20 µM]	30%	-0.3%	2.3	46
CCOC(=O)C1(Cc2ccccc2)NC(c2ccccc2F)C2C(=O)N(CC)C(=O)C21 (stereo not given)	0.2%	-0.2%	8%	12%	18%	6%	14%	0.3%	-0.1	88
CCOC(=O)c1cc(-c2csc(COc3ccccc3Cl)n2)on1	-0.1%	-1.7%	9%	16%	2%	-33%	6%	.	3.8	55
CC(CCc1ccc(O)cc1)NCc1ccc(Cl)cc1Cl (stereo not given)	-0.2%	0.0%	-2%	1%	-23%	13%	-6%	3.4%	1.3	59
O=C(COC(=O)c1ccccc1Cc1ccccc1)NC1CCS(=O)(=O)C1 (stereo not given)	-0.1%	0.3%	-4%	4%	-30%	18%	7%	-2.6%	0.2	45
CCOC(=O)Cc1c(C)nc(SC)[nH]c1=O	-0.1%	1.3%	15%	0%	-4%	12%[20 µM]	-5%	.	0.9	72
CNc1c([N+](=O)[O-])cnn1-c1ccc(F)cc1	-0.1%	0.8%	-2%	2%	-30%	3%[20 µM]	1%	-3.0%	-1.0	41

A different layout for part of the listing above.
compound,GPR55 activation,K1F lysis inhibition,GPR35 antagonists,MgcRacGAP inhibition,NOD1 NF-kB reporter,KOR beta-arrestin-1,GPR55 antagonists,KOR beta-arrestin-2,NTR1 agonist,NTR1 agonist cell count 20 µM
O=C(c1ccc[nH]c1=S)N1CCN(S(=O)(=O)c2ccc(Br)cc2Cl)CC1,-0.1%,-0.8%,-2%,16%,-23%,14%,3%,-4.0%,1.7,39
Cc1occc1C(=O)N1CCN(S(=O)(=O)c2ccccc2)CC1,-0.1%,0.2%,-20%,7%,-23%,-18%,-11%,12%,1.1,59
COc1ccc(CCNC(=O)c2nnc(CS(=O)(=O)c3ccccc3)o2)cc1OC,0.0%,-1.2%,0%,0%,-12%,-30%[20 µM],4%,-5.1%,0.5,88
O=C1OCCC1Sc1nnc(-c2ccco2)n1-c1ccccc1 (stereo not given),-0.3%,0.5%,13%,4%,-26%,4%,3%,1.4%,-0.9,52
COc1ccc(C(=O)OCCN=C2NS(=O)(=O)c3ccccc32)cc1OC,-0.1%,-1.5%,-7%,-1%,.,-7%,18%,6.0%,0.4,72
CCOc1ccc(C2/C(=C(/O)c3ccc4c(c3)CC(C)O4)C(=O)C(=O)N2CCCn2ccnc2)cc1OCC (stereo not given),-0.2%,0.6%,0%,9%,-20%,-20%,16%,4.6%,-1.0,45
CCCCN(Cc1ccccc1)C1CCN(Cc2ccccc2)CC1,0.0%,4.3%,2%,-4%,-26%,-31%[20 µM],30%,-0.3%,2.3,46

Next records.
SMILES	GPR55 activation	K1F lysis inhibition	GPR35 antagonists	MgcRacGAP inhibition	NOD1 NF-kB reporter	KOR beta-arrestin-1	GPR55 antagonists	KOR beta-arrestin-2	NTR1 agonist	NTR1 agonist cell count 20 µM
c1ccc(-c2cn(C[C@H]3CC[C@H](Cn4cc(-c5ccccn5)nn4)O3)nn2)nc1	0.2%	0.6%	4%	6%	3%	-37%[20 µM]	2%	-2.4%	-0.2	53
COc1ccc(NC(=O)CS(=O)CC(=O)NC2CCCc3ccccc32)cc1 (stereo not given)	-0.1%	0.3%	-1%	0%	-14%	-9%	18%	1.0%	-0.7	84
COC(=O)c1ccc(OCC(O)CN(CC(C)C)CC(C)C)cc1 (stereo not given)	0.1%	0.2%	7%	4%	1%	3%	13%	-4.9%	-0.1	42
O=C(NN1C(=O)C2C3C=CC(C4CC34)C2C1=O)c1ccc(Br)cc1 (stereo not given)	-0.1%	0.1%	-8%	2%	-20%	-44%[20 µM]	1%	-2.6%	-0.9	50
CCN(CC)c1ccc2cc(C(N)=O)c(=N)oc2c1	-0.1%	.	26%	.	-39%	-7%[20 µM]	10%	-3.1%	-1.9	30
O=C(CSc1ccc(C(F)(F)F)cc1[N+](=O)[O-])NCCOc1ccccc1	0.3%	-6.2%	-3%	2%	-28%	-15%	3%	-3.1%	-0.8	66
CCCNC(=O)Cn1c(=O)/c(=C\c2ccc(-c3cccc([N+](=O)[O-])c3)o2)s/c1=C\C(=O)C(C)(C)C	-0.3%	2.1%[50 µM]	0%	11%	6%	6%	-8%	5.2%	0.4	82
Cc1ccc2nc(NC(=O)CS(=O)(=O)Cc3ccccc3)sc2c1	0.0%	1.2%[50 µM]	-1%	13%	-5%	34%	4%	0.0%	-1.0	63
CC(=O)N1CSCC1C(=O)NNS(=O)(=O)c1cccc(C(F)(F)F)c1 (stereo not given)	0.2%	-0.6%	13%	2%	-6%	-24%	-5%	0.0%	-2.2	49
COc1ccc(CCc2cc(OC)cc(=O)o2)cc1	0.0%	3.9%	-4%	2%	3%	17%	-19%	-0.6%	-1.7	90
Cc1ccc(Nc2n[nH]c(C)c2[N+](=O)[O-])cc1C	0.6%	11%	3%	1%	-32%	-10%	-11%	-2.3%	1.5	60
CCSc1nnc(NC(=O)CSc2nnc(Cc3cccn3C)n2CCc2ccccc2)s1	0.2%	2.9%	-7%	9%	-23%	-26%	3%	-0.8%	-0.3	68
CCCCN(C)C(=O)c1ccc2c(c1)S(=O)(=O)c1ccccc1C2=O	0.3%	0.1%	5%	7%	-26%	-7%	7%	3.5%	0.6	57
CN=Cc1nc(-c2ccccc2)oc1O	-0.1%	0.1%	10%	10%	-26%	-10%	3%	-2.3%	-0.9	70
OCCN(CCO)c1ccc(C(c2ccccc2Cl)c2ccc(N(CCO)CCO)cc2Cl)c(Cl)c1	0.2%	-3.5%[50 µM]	-6%	5%	-18%	4%	4%	0.4%	34	83
Cc1cc(NS(=O)(=O)c2ccc(NC(=O)CSc3nc4sc(C)c(C)c4c(=O)[nH]3)cc2)no1	0.0%	0.1%	-13%	5%	30%	8%	-13%	10%	-0.9	32
Cc1cc(Nc2cccc(Cl)c2C)n2ncnc2n1	1.3%	-0.2%	-1%	-3%	-3%	2%	-1%	-1.1%	0.0	66
CCCCCCSc1ncc(C#N)c(N)n1	-0.1%	0.4%	1%	1%	-5%	-40%	-10%	11%	2.1	91
C=CCNC(=S)N1CCN(CCNC2=CC(=O)CC(C)(C)C2)CC1	-0.6%	1.2%	0%	11%	2%	5%	13%	1.3%	-0.1	48
Cc1ccc(CN2CCN(Cc3ccccc3)C(CCO)C2)s1 (stereo not given)	-0.1%	0.0%	2%	5%	-31%	-19%[20 µM]	2%	.	-0.5	96
CCN(CC)C(=O)C(=O)N/N=C/c1ccc(C(=O)OC)cc1	-0.3%	-0.2%	10%	8%	-25%	13%	2%	5.9%	0.1	46
CC(C)(C)OC(=O)CNC(=O)c1nc[nH]c1C(=O)NCC(=O)OC(C)(C)C	0.7%	0.6%	18%	8%	-8%	7%	0%	2.4%	4.8	92
O=C(NCc1ccc2c(c1)OCO2)C1Cc2ccccc2CN1C(=O)c1ccco1 (stereo not given)	-0.3%	-0.2%	-9%	-1%	-8%	-8%	8%	-0.2%	1.7	47

This is a subset; rates above refer to the full screens.
